Screening results as filed in PubChem.
Abeta rescue: restores growth of yeast expressing A-beta42 peptide; AID 1347071; Potency, µM (series often up to 46.1 µM), inactives show top-dose growth rescue, actives largely listed as activators; yeast expressing A-beta42, growth rescue, OD600, 48 h; response scale: 0% DMSO, 100% iron-clioquinol control; 410,000 compounds, 0.063% hits; note: potency is the fitted concentration of half-maximal effect; nearly all actives have a fitted effect of over 55% in size
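Yeast growth medium received pinned compounds, then yeast cells expressing toxic A-beta were added; plates incubated at 30 C for 48 hr. Growth read as absorbance at 600 nm, normalized to DMSO and equimolar FeCl3 plus clioquinol controls.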
A549 viability: kills or reduces viability of A549 cells in Nrf2 counter-screen. A549 ARE-Fluc cells, CellTiter-Fluor viability, 18-24 h. Potency, µM (highest dose often 46 µM), for the others: at the top dose activity change, negative = cytotoxicity, hits mostly inhibitors. 390,000 compounds, 0.16% hits; note: potency is the fitted concentration of half-maximal effect; % is set by controls: 0 for no effect and ±100 for the full control effect
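A549 ARE-Fluc cells in 5% FBS OPTI-MEM, 5000 cells/well, rested 2 h then exposed to compounds in concentration-response for 18-24 h at 37 °C. Viability by CellTiter-Fluor fluorescence (Ex 405/Em 525) after 30 min; luciferase luminescence (BugLite, 15 min, RT) read afterwards.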
HepG2 viability: HepG2 cytotoxicity, counter-screen for TGF-b inhibitors; Potency, µM (series often up to 46.1 µM), for inactives: top-dose activity change, negative = cytotoxicity, actives largely listed as cytotoxic; HepG2 CAGA-GFP viability, ATP luminescence, 18 h; 410,000 compounds, 0.76% hits; note: potency is the fitted concentration of half-maximal effect; some results filed as inactive show a strong effect at the top dose
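HepG2 CAGA-GFP cells (1000/well, DMEM with 1% FBS) received compound, then TGF-beta at 500 pg/mL final, and were incubated 18 hours at 37 degrees C. Viability was read by CellTiter-Glo luminescence. Media-only wells were set as complete cell-killing and DMSO as no toxicity.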
Nrf2 activator: activates Nrf2 signaling | AREc32 ARE-luciferase reporter (MCF7-derived line), luminescence, 24 h | Potency, µM (series often up to 46.1 µM), without a hit: at the top dose activation, hits mostly activators | 410,000 compounds, 0.31% hits | AID 624171; note: potency is the fitted concentration of half-maximal effect; % of control where 0% means no effect; nearly all actives have a fitted effect of over 65% in size
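ARE activation measured as luciferase luminescence (Steady-Glo, 30 min RT) in AREc32_Fluc cells after 24 hr compound exposure at 37 deg C, 5% CO2; cells seeded overnight at 1000/well in OPTI-MEM, 5% FBS.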
Nrf2 block: Nrf2 pathway inhibition; A549 ARE-Fluc reporter, luciferase luminescence, 18-24 h; Potency, µM (top dose mostly 46 µM), without a hit: top-dose activity change, negative = inhibition, actives largely listed as inhibitors; 360,000 compounds, 2.1% hits; AID 504444; note: potency is the fitted concentration of half-maximal effect; % is set by controls: 0 for no effect and ±100 for the full control effect; nearly all actives have a fitted effect of over 60% in size
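In this cell-based qHTS, ARE-driven firefly luciferase in A549 cells reports Nrf2 activity; the luminescent signal after BugLite lysis is the measured value, with a prior CellTiter-Fluor read for cell health.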
CCT modulator: cytosolic chaperonin activity modulation | purified chaperonin ATPase assay, HTRF ADP detection, 30 min | activity change, % (test concentration not listed), hits read low | 360,000 compounds, 0.3% hits; in the data active = activity change below about -30%; note: % is set by controls: 0 for no effect and ±100 for the full control effect
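TRiC (40 or 20 nM final, by batch activity) in 30 mM Tris pH 7.4, 100 mM KCl, 5 mM MgCl2, 1 mM DTT was treated with compound at 76 uM single dose, then 10 uM ATP, 30 min at 37 °C. ADP was read by HTRF Transcreener.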
Akt phos inh: inhibitors of Akt phosphorylation; 360,000 compounds, 0.32% hits; activity change, % for hits at 50 µM; Neuro2A IGF-stimulated pAkt S473 HTRF, 20 min; active compounds read low; AID 651550; in the data active = activity change below about -80%; inconclusive = mostly about -51% to -80%; note: % is set by controls: 0 for no effect and ±100 for the full control effect
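Neuro2A cells (4,500/well, DMEM with 0.5% FBS) were treated with compound at a single 50 µM final concentration, stimulated with 6 nM IGF for 20 min at 37 °C, and lysed. Phospho-Akt Ser473 was read by HTRF as 665/615 ratio ×10^4.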
Mm-Cpn inhibitor: inhibitors of Methanococcus maripaludis chaperonin (MmCpn) | purified Mm-Cpn ATPase, ADP Transcreener TR-FRET | AID 504842 | 330,000 compounds, 0.031% hits | Potency, µM (doses to about 76.9 µM), inactives show top-dose activity, negative = inhibition, most hits filed as inhibitors; note: potency is the fitted concentration of half-maximal effect; % is set by controls: 0 for no effect and ±100 for the full control effect; nearly all actives have a fitted effect of over 80% in size
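ATPase turnover read by TR-FRET ADP competition (Eu cryptate antibody/ADP-d2, 665/590 nm): 10uM ATP final, 25nM Mm-CPN final, 30 min 37degC after 10-min compound preincubation, pH 7.4 Tris/KCl/MgCl2/DTT buffer.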
TGFb inhibitor: inhibitors of TGF-b signaling. HepG2 CAGA-GFP TGF-b/SMAD3 reporter, GFP fluorescence, 18 h; TGF-beta stimulated, 500 pg/mL final. Potency, µM (series often up to 46.1 µM), for inactives: at the highest dose activity, negative = inhibition, most hits filed as inhibitors. 410,000 compounds, 1.2% hits; note: potency is the fitted concentration of half-maximal effect; % is set by controls: 0 for no effect and ±100 for the full control effect; nearly all actives have a fitted effect of over 65% in size
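Using HEPG2 CAGA-GFP reporter cells at 1000 cells/well, we pinned test compounds, stimulated with recombinant TGF-beta (500 pg/mL final) and measured total well GFP after 18 h.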
* marks the source's active call; other numbers are inactive results; i = inactive; u = inconclusive; x = not tested or not shown; & = joins results of further samples; [ ] = remark or other dose. Unless noted, calls come from the whole dose curve; as a rule, active = well fitted curve in the direction sought with a large enough effect; inconclusive = small, poorly fitted or top-dose-only effect, or another doubt; inactive = no such curve, though single readings can be large; an effect the other way counts as inactive or inconclusive.

SMILES | Abeta rescue | A549 viability | HepG2 viability | Nrf2 activator | Nrf2 block | CCT modulator | Akt phos inh | Mm-Cpn inhibitor | TGFb inhibitor
O=C(c1cccc(S(=O)(=O)Nc2ccccc2Cl)c1)N1CCCCCC1 | 5% | 1% | -1% | 0.2% | -11% | 0.5 | i | 0% | 0%
Cc1cc(C)n(C2CCCCC2OC(=O)c2ccccc2)n1 (centres undefined) | 14% | -3% | 0% | -0.7% | x | -5.4 | i | -3% | -1%
O=C(Nc1ccc(F)cc1)C1CC(=O)n2ncnc2N1 (centres undefined) | 19% | -13% | 0% | -0.6% | -18% | -1.7 | i | 2% | -4%
C=CCN(c1ccccc1OC)S(=O)(=O)c1cccc(C(=O)OC2CCOC2=O)c1 (centres undefined) | 6% | -1% | -1% | -0.2% | -14% | -0.7 | i | 0% | 3%
C=CCOc1ccc(C2NC(=O)NC(C)=C2C(=O)OC)cc1 (centres undefined) | 15% | 13% | 11% | 0.3% | 7% | -1.3 | i | 0% | 17%
COc1cccc(CN2CC(C(=O)NCCc3nccs3)CCC2=O)c1 (centres undefined) | 0% | x | 1% | 0.0% | x | -0.9 | i | x | -1%
Cn1cc(S(=O)(=O)CC(=O)N2CCCc3ccccc32)c2ccccc21 | 3% | 1% | -17% | 0.7% | -21% | -0.9 | i | -3% | -4%
COC(=O)CC1=NN(c2ccc(OC)cc2)C(=O)C1 | -8% | -1% | -6% | -0.4% | -5% | -1.1 | i | -2% | 0%
NC(=S)NC(=O)/C=C/c1ccccc1 | 6% | -8% | 2% | u | 27% | -1.2 | i | -1% | -17%
Cc1cccc(C(=O)O)c1[N+](=O)[O-] | -17% | -3% | -2% | -0.3% | 2% | 0.0 | i | 0% | -6%
O=C1/C(=C/c2ccco2)Oc2c1ccc(O)c2CN1CCCCC1 | -21% | -20% | 23% | u | -14% | 0.6 | i | -9% | 15%
Cc1cc(C)cc(-c2nnc(SCC(=O)N3CCN(C(=O)c4ccco4)CC3)o2)c1 | -13% | -5% | 2% | -0.7% | 8% | -1.7 | x | -3% | -4%
CCN(CC)C1CC(=O)N(c2cccc(Cl)c2)C1=O (centres undefined) | -94%[inhibitor] | 1% | -17% | 2.7% | 3% | -1.1 | i | 0% | -5%
O=C(C(Cc1ccccc1)n1cccc1)N1CCN(Cc2ccccc2)CC1 (centres undefined) | -14% | 2% | -24% | -1.3% | 12% | 0.1 | i | 0% | -4%
CC1CCCN(S(=O)(=O)c2ccc3oc(=O)ccc3c2)C1 (centres undefined) | -2% | 1% | 5% | -0.3% | -2% | -1.2 | i | 0% | 11%
CCCCN(C)C(=O)C1CCN(Cc2cccc(OCc3ccccc3)c2)CC1 | 3% | -7% | -38% | 0.0% | 5% | -0.8 | i | 1% | u
COC(=O)c1sccc1NC(=O)/C=C/C(=O)O | -1% | -9% | -2% | u | u | -1.9 | i | -1% | 1%
NNC(=O)c1cccc(COc2ccc(Br)cc2)c1 | -25% | 9% | -8% | -2.2% | u | 0.6 | i | 1% | -3%
COc1ccc(C(=O)N2CCC(=O)N(C(CO)Cc3ccccc3)CC2)cc1 (centres undefined) | -9% | 1% | 4% | -0.6% | -12% | -2.4 | i | 1% | -4%
COc1cccc(-c2cccc(-c3nc(C(=O)Nc4ccc(-c5ccccc5)cc4)cc4c3[C@H](CCO)N(S(=O)C(C)(C)C)C4)c2)c1 (some centres undefined) | -62%[inhibitor] | x | -68% | 12% | x | 0.1 | i | x | u
CCN(CC(=O)Nc1c(F)cccc1F)C(=O)CCNC(=O)c1ccco1 | 0% | -1% | -3% | -0.6% | 6% | -1.2 | i | 2% | 7%
COc1ccccc1OCC(=O)O/N=C(\N)c1ccccn1 | -3% | 0% | -5% | 4.9% | 17% | 1.8 | i | 0% | -5%
COc1cc2c(cc1OC)CN(C(=O)/C=C/c1ccc(F)cc1)CC2 | -12% | 0% | 5% | 0.3% | -29% | -19 | i | 1% | -1%
CCOC(=O)C1=C(c2ccccc2)N=c2s/c(=C\c3cc(OC)c(OC)c(OC)c3)c(=O)n2C1c1cccs1 (centres undefined) | -11% | -4% | -2% | -0.3% | -19% | 1.9 | i | 2% | 1%
COC(=O)CNC(=O)CN1C(=O)N(c2ccccc2)C(N(O)C(=O)Nc2ccccc2)C1(C)C (centres undefined) | -1% | 4% | -6% | 0.4% | x | -0.2 | i | 4% | -9%

Two entries from above in a different format.
| SMILES | Abeta rescue | A549 viability | HepG2 viability | Nrf2 activator | Nrf2 block | CCT modulator | Akt phos inh | Mm-Cpn inhibitor | TGFb inhibitor |
| --- | --- | --- | --- | --- | --- | --- | --- | --- | --- |
| O=C(Nc1ccc(F)cc1)C1CC(=O)n2ncnc2N1 (centres undefined) | 19% | -13% | 0% | -0.6% | -18% | -1.7 | i | 2% | -4% |
| COc1cccc(-c2cccc(-c3nc(C(=O)Nc4ccc(-c5ccccc5)cc4)cc4c3[C@H](CCO)N(S(=O)C(C)(C)C)C4)c2)c1 (some centres undefined) | -62%[inhibitor] | x | -68% | 12% | x | 0.1 | i | x | u |

Among those listed so far, these have a Cl atom.
SMILES | Abeta rescue | A549 viability | HepG2 viability | Nrf2 activator | Nrf2 block | CCT modulator | Akt phos inh | Mm-Cpn inhibitor | TGFb inhibitor
O=C(c1cccc(S(=O)(=O)Nc2ccccc2Cl)c1)N1CCCCCC1 | 5% | 1% | -1% | 0.2% | -11% | 0.5 | i | 0% | 0%
CCN(CC)C1CC(=O)N(c2cccc(Cl)c2)C1=O (centres undefined) | -94%[inhibitor] | 1% | -17% | 2.7% | 3% | -1.1 | i | 0% | -5%

A few values from the entries so far:
A549 viability, CCCCN(C)C(=O)C1CCN(Cc2cccc(OCc3ccccc3)c2)CC1 : -7%
Nrf2 activator, COc1cccc(CN2CC(C(=O)NCCc3nccs3)CCC2=O)c1 (centres undefined) : 0.0%

Further results follow.
SMILES | Abeta rescue | A549 viability | HepG2 viability | Nrf2 activator | Nrf2 block | CCT modulator | Akt phos inh | Mm-Cpn inhibitor | TGFb inhibitor
Nc1nc(N)c(Cc2ccc(Cl)cc2Cl)c(N)n1 | 6% | -14% | -15% | 2.5% | 18µM* | 0.3 | i | 0% | -4%
CC(NC(=O)c1cc2ccccc2oc1=O)c1ccc(O)cc1 (centres undefined) | -19% | 2% | 3% | 5.2% | 29% | 1.2 | i | -2% | -14%
COC(=O)c1[nH]c2ccc(F)cc2c1NC(=O)CCN1CCN(Cc2ccc3c(c2)OCO3)CC1 | -8% | 2% | -21% | 0.3% | -4% | 1.3 | i | -1% | -3%
CCOc1ccc(CCNC(=O)C(C)n2nc(C)n3c(cc4occc43)c2=O)cc1OCC (centres undefined) | -9%&-9% | 5% | 1%&-14% | -0.1%&-1.0% | 1% | -2.7 | i | 0% | -9%&-31%
Cc1ccnc(NC(=O)CCC(=O)N(CC(=O)NC2CCCCC2)Cc2cccs2)c1 | -11% | 3% | 2% | -0.2% | -13% | -2.0 | i | 2% | -7%
Cc1ccc(Nc2cccc(C(F)(F)F)c2)nn1 | -28% | -1% | 36% | 4.1% | 4% | -4.5 | i | x | -1%
Cc1ccc2c(CN3CC(C)CC(C)C3)cc(=O)oc2c1C (centres undefined) | -1% | 2% | -46% | 0.2% | 2% | 0.6 | i | 1% | -1%
CC1(C)CCN(Cc2ccccc2)C1CC#N (centres undefined) | -14% | -4% | -31% | 2.3% | -7% | 1.9 | i | -2% | -11%
Cc1ccc(NC(=O)N2CCN(c3nnc(C)c4c(C)n(-c5ccccc5)nc34)CC2)cc1Cl | -1% | -23% | -25% | -0.8% | -27% | x | x | x | -4%
Cc1cc(=O)n(Cc2c(F)cccc2Cl)c2c1c(C)nn2-c1cccc(F)c1 | -15% | 5% | -2% | 0.6% | u | x | x | x | -2%
C[C@@H]1CN([C@@H](C)CO)S(=O)(=O)c2ccc(C#CC3CCCCC3)cc2O[C@@H]1CN(C)Cc1cccnc1 | 11% | x | -104% | -5.4% | x | 0.7 | i | x | u
O=C(COc1ccc(Cl)cc1)NNC(=O)C(=O)N1CCCCC1 | -23% | -7% | -3% | 0.1% | 5% | -2.3 | i | -1% | 7%
CN(C)c1ccc(/C=N/Nc2cc(N3CCOCC3)nc(N3CCOCC3)n2)cc1 | -8% | -6% | 2% | -0.6% | -3% | -0.3 | i | -2% | 2%
CC1CC(C)CN(C(=O)CSc2nc3ccsc3c(=O)n2Cc2ccccn2)C1 (centres undefined) | 1% | -3% | -8% | -0.8% | x | -2.8 | i | 0% | -2%
O=c1[nH]n(-c2ccc(Cl)cc2)c(=O)c(Cl)c1Cl | 13% | -1% | 1% | -0.1% | x | 1.7 | i | 0% | -11%
CCOc1ccc(-n2c(SCC(=O)Nc3nccs3)nnc2-c2ccoc2C)cc1 | 3% | -1% | 9% | 0.1% | -1% | 0.1 | i | 1% | u
CSc1ccc(S(=O)(=O)N2CCC(C(=O)Nc3ccccc3C(F)(F)F)CC2)cc1 | 3% | 1% | 6% | -0.2% | 15% | 1.3 | i | 2% | -14%
O=C(Cc1ccc(Br)cc1)N1CCOCC1 | -10% | -2% | 15% | -0.8% | 18% | 0.1 | i | 4% | -7%
O=C(CN1CCOCC1)Nc1scc2c1c(=O)oc1ccccc12 | -1% | 1% | -3% | 2.4% | -4% | -1.2 | i | -3% | 25%
CCCOc1cccc(C2C(C(=O)c3cccs3)=C(O)C(=O)N2Cc2cccnc2)c1 (centres undefined) | -2% | -3% | 11% | -0.6% | -2% | -1.2 | i | 0% | 10%
CCn1nnnc1SCC(=O)N1CCN(c2ccccc2)CC1 | 0% | 9% | -27% | 0.4% | 0% | -1.2 | i | -1% | -12%
